KCNQ2 inh – KCNQ2 channel blockers in CHO-K1 cells – cell-based, FluxOR thallium flux, B-score, primary screen (AID 2156); O88943; 20 min; stronger effect = lower value; B-score at 10 µM; 310,000 compounds, 1.1% hits;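 active = fluorescence ratio B-score at most minus 3 library SDs, with starting brightness B-score within 2 library SDs, cut at about -5.5 in these data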
Target sequence (O88943 whole entry, looked up): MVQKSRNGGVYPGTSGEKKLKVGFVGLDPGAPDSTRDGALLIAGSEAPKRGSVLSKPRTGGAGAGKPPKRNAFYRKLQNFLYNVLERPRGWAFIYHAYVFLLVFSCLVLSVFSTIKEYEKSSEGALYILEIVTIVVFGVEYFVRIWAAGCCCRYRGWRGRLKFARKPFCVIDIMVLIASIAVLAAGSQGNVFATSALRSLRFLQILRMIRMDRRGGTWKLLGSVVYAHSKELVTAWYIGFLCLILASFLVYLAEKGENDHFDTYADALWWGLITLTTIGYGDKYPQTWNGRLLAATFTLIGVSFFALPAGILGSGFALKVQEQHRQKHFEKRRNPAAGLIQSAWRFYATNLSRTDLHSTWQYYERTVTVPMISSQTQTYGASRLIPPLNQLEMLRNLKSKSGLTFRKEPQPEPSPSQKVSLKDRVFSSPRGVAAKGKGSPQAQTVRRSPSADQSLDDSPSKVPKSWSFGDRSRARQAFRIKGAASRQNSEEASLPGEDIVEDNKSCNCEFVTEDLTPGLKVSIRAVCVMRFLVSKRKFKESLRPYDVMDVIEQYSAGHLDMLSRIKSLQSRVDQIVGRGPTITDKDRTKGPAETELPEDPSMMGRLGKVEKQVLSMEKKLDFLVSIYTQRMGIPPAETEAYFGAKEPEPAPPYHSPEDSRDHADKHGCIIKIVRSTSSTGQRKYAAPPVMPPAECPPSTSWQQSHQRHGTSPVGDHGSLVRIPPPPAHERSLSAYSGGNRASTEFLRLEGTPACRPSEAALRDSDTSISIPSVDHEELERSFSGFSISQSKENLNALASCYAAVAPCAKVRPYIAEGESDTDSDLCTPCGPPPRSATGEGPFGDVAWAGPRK
CHT inh – inhibits the human high affinity choline transporter | Q9GZV3 | CHT-expressing cells, membrane potential dye, choline response; stronger effect = lower value | B-score at 10 µM | 310,000 compounds, 0.86% hits;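 active = B-score over 3 SD under the library average, and starting fluorescence ratio not unusually high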;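 note: choline stimulus applied at its EC90 after an EC20 pre-addition; B-score computed on integrated fluorescence ratio after choline addition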
Active calls of the source: *; i = inactive; / = not tested or not shown. Compounds were not picked by outcome; overall some 1.9% were active at least once.

KCNQ2 inh | CHT inh | structure
i | i | N#CCNC(=O)c1cccn1-c1ncc(C(F)(F)F)cc1Cl
i | i | CCOc1ccc(/C(O)=C2/C(=O)C(=O)N(CCN(C)C)C2c2ccccc2)cc1Cl (configuration not stated)
i | i | CCSc1nnc(NC(=O)/C=C/c2ccco2)s1
i | / | CC1CCCC(C)N1C(=O)CSc1nnnn1C1CCCC1 (configuration not stated)
i | i | COc1ccc(C(=O)CN2CCN(S(=O)(=O)c3cccc([N+](=O)[O-])c3)CC2)cc1
i | i | O=C(NCc1ccccc1F)C(c1ccccc1)c1ccccc1
i | i | Cc1ccccc1CN1C[C@@H]2C[C@@H](c3cn[nH]c3-c3ccccc3)N3CCC[C@@]23C1=O
i | i | Cc1occc1C(=O)NNC(=O)CN1C(=O)NC(C)(c2ccccc2)C1=O (configuration not stated)
i | i | CCC(C)n1nccc1NC(=O)C(C)Cl (configuration not stated)
i | i | O=C(CNC(=O)c1ccco1)NC1CCCCCC1
i | i | CC1=CC(C)(C)NC(=S)N1c1cc(C)cc(C)c1
i | i | Cc1ccc(-c2c[n+](CC(=O)Nc3ccccc3C)c3n2CCC3)cc1
i | i | O=C1CSC(c2ccccc2F)N1 (configuration not stated)
i | i | CCN1CCN(C(=O)c2ccc3c(c2)c(C)c(C)n3Cc2ccccc2)CC1
i | i | O=C(CSc1nncc(=O)[nH]1)Nc1cccc([N+](=O)[O-])c1
i | i | O=C(Cn1ncn2c(cc3ccccc32)c1=O)NCc1ccco1
i | i | CCCCCC/C(=N/O)c1ccccn1
i | i | CCN(CC)C(=O)CSc1nnc(-c2ccccn2)n1-c1ccc(C)c(C)c1
i | i | O=C(N/N=C/C(Br)=C\c1ccccc1)c1ccc2nc[nH]c2c1
i | i | Cc1cc(C)c(NC(=O)NC(=O)C(Cl)(Cl)Cl)c(C)c1
i | i | Cn1ccnc1SCCC#N
i | i | COc1cc(C(=O)Nc2ccc(C(C)=O)cc2)c(Br)c(OC)c1OC
i | i | CCOC(=O)C1=C(CC)Nc2ccccc2N=C1NC(=O)c1oc2ccccc2c1C
i | i | CCC(C)NC(=O)c1ccccc1NC(=O)CN(c1ccc(OC)cc1)S(C)(=O)=O (configuration not stated)
i | i | CCCc1c(NC(=O)Nc2ccc(F)cc2)cnn1-c1ccccc1
i | i | O=C1CSC(c2ccccc2)N1Cc1ccccn1 (configuration not stated)
i | i | O=C1c2ccccc2C(O)N1Cc1ccco1 (configuration not stated)
/ | i | C=CCN(CC=C)S(=O)(=O)c1ccc(NC(=O)COc2ccccc2OC)cc1
i | i | Cc1ccc(NC2=NC3(CCCCC3)N=C(N)N2)c(C)c1
i | i | Cc1nn(-c2ccccc2)c2sc(C(=O)N(CC(=O)NC(C)(C)C)Cc3ccco3)cc12
i | i | COc1cccc(C(=O)C[n+]2ccccc2/C=N/O)c1
i | i | COc1ccc(NC(=O)CCCC(=O)OCC(=O)c2cccc(OC)c2)cc1
i | i | CCSc1ccc2nnc(-c3cccc(F)c3)n2n1
i | i | CC1CC(C)(C)NC(=S)N1CCCC(=O)NCc1ccccc1 (configuration not stated)
i | i | CCOCCCN(C(=O)c1snc(C(N)=O)c1N)C(C(=O)NC1CCCC1)c1ccc(OC)cc1 (configuration not stated)
i | i | COc1ccc(NC(=O)C2CCCO2)cc1Cl (configuration not stated)
i | i | Cc1ccn2cc(-c3cccc(S(=O)(=O)N4CC(C)OC(C)C4)c3)nc2c1 (configuration not stated)
i | i | O=C(CSc1nc2[nH]ncc2c(=O)n1-c1ccccc1)NCc1cccs1
i | i | CC(C)(C)OC(=O)NNC1CC(=O)N(c2ccccc2F)C1=O (configuration not stated)
i | i | COc1ccccc1CC(=O)O/N=C(\N)c1ccccn1
i | i | C=CCn1c(SCc2nc(N)nc(N3CCCCC3)n2)nnc1-c1ccco1
i | i | CCn1cc(C(=O)NCC2CCCO2)c(=O)c2cc(S(=O)(=O)N3CCCCC3)ccc21 (configuration not stated)
i | i | O=C(NS(=O)(=O)c1ccc2c(c1)OCCO2)c1ccccc1
i | i | Fc1ccc(OCCCn2ccnc2)cc1
i | i | O=C(CSc1nnc(CNC(=O)c2c(F)cccc2Cl)o1)NCCc1ccccc1
i | i | COc1ccc(N2CC(C(=O)OCC(=O)Nc3ccccc3C)CC2=O)cc1 (configuration not stated)
i | i | COCC(O)CNc1ccccc1 (configuration not stated)
i | i | CCOc1ccc(CSC(CC(=O)O)C(=O)O)cc1 (configuration not stated)
i | i | CCCN1C(=O)/C(=C/c2nc3ccccc3c(=O)[nH]2)c2cc(C)ccc21
i | i | CC(C)c1ccc(NC(=O)C2CCCCC2C(=O)O)cc1 (configuration not stated)
i | i | O=C(Oc1cc(=O)oc2ccccc12)c1ccccc1
i | i | CCC1=C(C(=O)OC)C(c2cc(OC)ccc2OC)C(C#N)=C(N)O1 (configuration not stated)
i | i | COCc1cc(C)nc(OCC(=O)N/N=C/c2cc(C)n(-c3c(C)cccc3C)c2C)c1C#N
i | i | CC(Oc1ccc(S(=O)(=O)N2CCCC2)cc1[N+](=O)[O-])C(=O)N(C)c1ccccc1 (configuration not stated)
i | i | CCOc1ccc(NC(=O)CN2CCN(C3c4ccccc4-c4ccccc43)CC2)cc1
i | i | CCCn1c(SCC(=O)Nc2ccccc2CC)nnc1C(C)C
i | i | Cc1oc(-c2cc(F)ccc2F)nc1CN1CCC(C(=O)N2CCOCC2)CC1
i | i | CC(C)(C)N1CC(c2nc3ccccc3n2CCOc2ccccc2)CC1=O (configuration not stated)
i | i | CC(C)CN1CCNC(=O)C1CC(=O)NCc1cnn(-c2cccc(F)c2)c1 (configuration not stated)
i | i | C[C@H](NC(=O)C1CCN(S(=O)(=O)c2ccccc2)CC1)C(=O)NCc1cccc(C(F)(F)F)c1

New compounds follow
KCNQ2 inh | CHT inh | structure
i | i | CO[C@H]1C=CO[C@@]2(C)Oc3c(C)c(O)c4c(O)c(c5c(c4c3C2=O)NC2(CCN(CC(C)C)CC2)N=5)=NC(=O)C(C)=CC=C[C@H](C)[C@H](O)[C@@H](C)[C@@H](O)[C@@H](C)[C@H](OC(C)=O)[C@@H]1C
i | i | O=C(Oc1ccccc1/C=C\C(=O)c1cc2ccccc2o1)c1cccc(F)c1
i | i | CCc1ccc(-c2nc(NC(=O)c3ccc(OCC(=O)Nc4ccc(F)cc4)c(OC)c3)sc2C)cc1
i | i | O=c1[nH]c(CN2CCOCC2)nc2ccccc12
i | i | COc1ccc(C(=O)NC(=S)Nc2ccc(S(N)(=O)=O)cc2)cc1
i | i | CN(C)CC[C@@H](c1ccc(Cl)cc1)c1ccccn1
i | i | Cc1cccc(OCC(=O)N/N=C/c2cn[nH]c2-c2ccc(Cl)c(Cl)c2)c1
i | i | CC(OC(=O)CCC1CCCCC1)C(=O)Nc1ccc(S(N)(=O)=O)cc1 (configuration not stated)
i | i | COc1ccc(NC(=O)C2CCCN2S(=O)(=O)c2ccc(F)cc2)cc1 (configuration not stated)
i | i | CCC(=O)Nc1cccc(-c2nc3ncccc3o2)c1C
i | i | CCOC(=O)C1(CCCc2ccccc2)CCN(C(=O)CCc2cnn(C)c2)CC1
i | i | COc1ccc(-c2nnn(CCC(=O)O)n2)cc1
i | i | O=C(/C=C/c1ccccc1)NC(NC(=S)Nc1ccc(Cl)cc1Cl)C(Cl)(Cl)Cl (configuration not stated)
i | i | O=C(COc1ccc2c3c(c(=O)oc2c1)CCC3)NCCCN1CCCC1=O
i | / | COC(=O)c1cc2c([nH]c3ccccc32)c(C)n1
i | i | O=C(CSc1nnnn1-c1ccc(C(=O)O)cc1)NC1CCCCC1
i | i | Cc1ccc(NC(=O)c2cc(S(=O)(=O)N3CCCC3)c[nH]2)c(C)c1
i | i | COc1ccc(C(=O)n2nc(C)cc2C)cc1OC
i | i | CCN=C1S/C(=C\c2cn(CC(=O)NCCOC)c3ccccc23)C(=O)N1CC
i | i | C=CCN1C(=O)c2ccc(C(=O)N(C)CC(=O)Nc3ccccc3C(F)(F)F)cc2C1=O
i | i | CC(C)OCCCN1CN(S(=O)(=O)c2cccs2)c2nc3ccccc3nc21
i | i | Cc1cccc(C2Nc3ccccc3C(=O)N2c2ccccc2)n1 (configuration not stated)
i | i | CC(C)(C)C(=O)N1CCN(c2ccc(NC(=O)c3ccco3)cc2)CC1
i | i | CCCCNC(=O)Cc1coc2ccc3ccccc3c12
i | i | CC1CCc2c(C(=O)NCc3ccco3)csc2C1 (configuration not stated)
i | i | Cc1nn(-c2ccccc2)c(N2CCCC2)c1/C=N/NC(=O)c1cc(-c2ccccc2)nc2ccccc12
i | i | [O-][n+]1cccc2ncc3cscc3c21
i | i | CCCN(CCC)c1nc(Cl)nc(NCc2ccco2)n1
i | i | Cc1ccc(N2C(=O)CSC2c2c(F)cccc2Cl)cc1 (configuration not stated)
i | i | CN(C)C(CNC(=O)CCc1nc2sc3c(c2c(=O)[nH]1)CCCC3)c1ccccc1 (configuration not stated)
i | i | CCn1cc(SCC(=O)Nc2cc(C)on2)c2ccccc21
i | i | Cc1ccc(C2(C)NC(=O)N(CC(=O)NNC(=O)c3ccoc3C)C2=O)cc1 (configuration not stated)
i | i | O=C(CNC(=O)c1ccccc1)OCCOc1cccc(Cl)c1
i | i | CCCN1CCC(=O)N([C@H](CSc2ccc(OC)cc2)CC(C)C)CC1
i | i | CCn1c(NC(=O)/C=C/c2ccc(F)cc2)nc2ccccc21
i | i | CCC1(c2ccccc2)NC(=O)N(CC(=O)Nc2ccc(OC)nc2)C1=O (configuration not stated)
i | i | S=c1[nH]nc(Nc2cccc3ccccc23)s1
i | i | CC1CC(=O)Nc2ccccc2N1C(=O)Nc1ccc(F)cc1F (configuration not stated)
i | i | O=C(CNc1cc(S(=O)(=O)N2CCOCC2)ccc1NCC1CCCO1)Nc1ccccc1F (configuration not stated)
i | i | CN(c1ccccc1)C(c1ccc(F)cc1)c1nnnn1C1CCCC1 (configuration not stated)
i | i | O=C(CCSCCC(=O)N1CCCC1)N1CCCC1
i | i | COc1ccc(NC(=S)N2N=CCC2c2ccccc2)cc1 (configuration not stated)
i | i | Cc1ccc(N(Cc2ccccc2F)S(C)(=O)=O)cc1C
i | i | O=C(NCc1ccc(Cl)cc1)c1ccc(COCC(F)(F)F)o1
i | i | CC(=O)Oc1ccc(N(C(C)=O)S(=O)(=O)c2ccc3ccccc3c2)cc1Br
i | i | CCC1CCCCN1C(=O)CCNS(=O)(=O)c1ccc2c(c1)oc(=O)n2C (configuration not stated)
i | i | CC(=O)c1ccc(NC(=O)CCCN2C(=O)C(c3ccccc3)Oc3cccnc32)cc1 (configuration not stated)
i | -11* | CCCCn1nc2cc(C(=O)N[C@H](C)C3CCCCC3)ccc2c1OCC
i | i | Cc1ccc(S(=O)(=O)Nc2cccc3ncccc23)s1
i | i | CCCC(=O)C1=C(c2ccccc2)C(C#N)(C#N)C(C#N)=C1N
i | i | O=S(=O)(c1ccccc1)N1CCCN(S(=O)(=O)c2ccccc2)CC1
i | i | COc1ccc(OC)c(N=C(C)C2=C(O)COC2=O)c1
i | i | COc1cccc(CC(=O)NC2CCCN(Cc3ccc(Cl)cc3)C2)c1 (configuration not stated)
i | i | COc1ccc(NC(=O)CSc2nc3ccncc3[nH]2)c(OC)c1

Screening data as filed in PubChem BioAssay.
